# Jurkat NFkB inh = inhibitors of the PMA/ionomycin-induced NF-kB reporter in Jurkat cells; PMA/ionomycin-induced NF-kB luciferase reporter, luminescence; AID 435003; 330,000 tested, 0.53% active; inhibition, % at 4 µM; in the data active means inhibition above about 50%
# EBI2 antag = EBI2 (human) antagonism. EBI2 beta-arrestin recruitment, luminescence, 7a,25-OHC stimulated. 360,000 tested, 0.81% active. inhibition, % at 5 µM. P32249; in the data active means inhibition above about 38%;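 further: enzyme fragment complementation signal reports receptor beta-arrestin coupling in cells; 0% = agonist plus DMSO wells and 100% = wells without agonist; some results beyond the cut were filed as inactive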
# Gli-Sufu antag = Gli-Sufu pathway antagonism | Sufu-KO-LIGHT fibroblasts, Gli luciferase reporter luminescence | inhibition, % at 5 µM | 340,000 tested, 0.74% active | AID 588413;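 active means inhibition above about 55%, limit read from the data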;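 further: 0% = DMSO-treated cells and 100% = wells with medium but no cells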
# CXCR6 block = blocks human CXCR6 beta-arrestin recruitment; O00574; CHO-K1 PathHunter CXCR6 beta-arrestin, luminescence; inhibition, % at 20 µM; 360,000 tested, 0.36% active; AID 602244; in the data active means inhibition above about 34%, passing the limit was not always enough;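 further: antagonist mode with CXCL16 agonist at 10 nM final; 0% = 10 nM CXCL16 with DMSO and 100% = unstimulated wells without agonist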
# UPR XBP1 act = adaptive UPR (XBP1) activation | CHO-XBP1 luciferase reporter, IRE1-XBP1 UPR activation, luminescence; percent of tunicamycin response, DMSO as zero | activation, % at 20 µM | 330,000 tested, 0.33% active;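 active means versus positive control, 20 µM dose yields 30% or more activation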;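 further: 100% = tunicamycin at 10 µg/mL and 0% = DMSO only wells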
#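 Assay system: IRE1-XBP1 luciferase reporter CHO line. Input: 1000 cells/well. Buffer or medium: F12 with 10% serum. Doses: 20 µM, 1% DMSO. Times: overnight seeding at 37 °C, 6 h compound treatment at 37 °C. Technique: Steady-Glo luciferase glow luminescence, 10 min after reagent addition.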
# CHOP UPR activ = apoptotic UPR (CHOP) activation; CHO-CHOP luciferase reporter, luminescence; percent of tunicamycin response over DMSO baseline; activation, % at 10 µM; 330,000 tested, 0.34% active; AID 449763;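 active means at 10 µM dose, activation of 40% or more, normalized to positive control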;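 further: 100% = tunicamycin at 10 µg/mL and 0% = DMSO alone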
#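 Test system: CHO-CHOP cells, stable luciferase reporter of PERK-eIF2a-CHOP signalling | Quantity: 500 CHO-CHOP cells per well | Buffer or medium: F12 plus 10% serum | Compound dosing: 10 µM single point, 0.5% DMSO | Schedule: 6 h compound treatment, 37 °C | Signal: Luciferase luminescence | Control set: Tunicamycin high control, DMSO low control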
# CCR6 antagonist = blocks CCL20-driven beta-arrestin recruitment at human CCR6; CHO-K1 CCR6 PathHunter beta-arrestin, luminescence, CCL20-stimulated; 340,000 tested, 0.49% active; AID 493098; inhibition, % at 20 µM; P51684;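 active means compounds whose inhibition of the agonist-driven luminescence signal at 20 µM reaches about 50%, limit read from the data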;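 further: cells stimulated with CCL20 at 14 nM final; plate controls were DMSO with CCL20 for no effect and DMSO without agonist for full effect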
# Mdm2-MdmX inh = disrupts the human Mdm2-MdmX interaction | O15151+Q00987 | SaOS-2 split-luciferase Mdm2/MdmX complementation, luminescence | inhibition, % at 8 µM | 330,000 tested, 3% active;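 active means inhibition of at least 50% at 8 µM in the primary screen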
# Target sequence (O15151 whole entry, looked up): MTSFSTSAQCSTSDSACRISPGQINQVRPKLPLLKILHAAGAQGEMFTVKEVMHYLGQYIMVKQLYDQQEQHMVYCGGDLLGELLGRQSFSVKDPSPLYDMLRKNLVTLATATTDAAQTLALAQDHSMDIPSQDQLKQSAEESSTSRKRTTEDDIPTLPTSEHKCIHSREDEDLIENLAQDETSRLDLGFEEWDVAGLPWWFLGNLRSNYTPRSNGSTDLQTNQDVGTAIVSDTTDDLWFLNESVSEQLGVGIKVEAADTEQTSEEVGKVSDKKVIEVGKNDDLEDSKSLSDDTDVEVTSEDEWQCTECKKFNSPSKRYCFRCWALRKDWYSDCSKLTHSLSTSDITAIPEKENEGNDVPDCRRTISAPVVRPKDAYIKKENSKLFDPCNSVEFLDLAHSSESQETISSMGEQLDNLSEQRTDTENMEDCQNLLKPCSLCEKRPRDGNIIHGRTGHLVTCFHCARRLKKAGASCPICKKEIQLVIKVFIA
# Target sequence (Q00987 whole entry, looked up): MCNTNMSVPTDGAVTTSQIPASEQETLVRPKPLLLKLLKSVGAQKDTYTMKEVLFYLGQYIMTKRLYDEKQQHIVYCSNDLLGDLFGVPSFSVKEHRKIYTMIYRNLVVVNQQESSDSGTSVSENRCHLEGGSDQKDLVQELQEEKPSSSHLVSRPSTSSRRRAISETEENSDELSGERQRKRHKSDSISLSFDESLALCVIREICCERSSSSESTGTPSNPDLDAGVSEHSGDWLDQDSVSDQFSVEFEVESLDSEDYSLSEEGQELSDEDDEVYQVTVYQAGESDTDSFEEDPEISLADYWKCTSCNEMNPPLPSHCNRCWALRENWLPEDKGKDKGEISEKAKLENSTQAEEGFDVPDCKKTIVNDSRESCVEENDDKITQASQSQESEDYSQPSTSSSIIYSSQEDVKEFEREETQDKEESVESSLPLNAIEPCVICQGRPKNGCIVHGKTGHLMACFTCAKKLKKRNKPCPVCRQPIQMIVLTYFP
# 697 NFkB inh = inhibitors of the PMA/ionomycin-induced NF-kB reporter in 697 B cells. inhibition, % at 4 µM. 330,000 tested, 0.33% active. 697 B-cell NF-kB luciferase reporter, 16 h; in the data active means inhibition above about 35%
# * = called active by the depositor; / = not tested or not shown; & = joins results of further samples.
nr	mol	Jurkat NFkB inh	EBI2 antag	Gli-Sufu antag	CXCR6 block	UPR XBP1 act
1	O=c1oc2cc(OCCO)ccc2c2c1CCCC2	0	-4	-5	0	2
2	COc1ccc2c(c1)N(C[C@H](C)CN(C)C)c1ccccc1S2	/	-1	20	6	/
3	COC(=O)CN1C(=O)NC2(CCCc3ccccc32)C1=O (stereo unspecified)	15	-6	4	-12	-2
4	O=C(C1CCC(=O)N1Cc1ccccc1Cl)N1CCN(c2ccc(F)cc2)CC1 (stereo unspecified)	-1	-12	-3	4	-6
5	CC(C)(C)OC(=O)N1CCC(c2cc(=O)n3[nH]cc(C(=O)Nc4ccc(F)c(Cl)c4)c3n2)CC1	3	1	2	11	-5
6	COC(=O)c1cc2ccsc2n1CC(=O)N(C)C1CCCCC1	7	7	-15	4	-2
7	Cn1nc(C(=O)Nc2cccc(C(F)(F)F)c2)c2ccccc2c1=O	16	8	-1	0	1
8	CCCC1=C(C(=O)OCC)C(c2ccc(OC)c(C)c2OC)C(C#N)=C(N)O1 (stereo unspecified)	-2	-7	-4	-3	-5
9	COc1ccc(C)cc1NC(=O)C1CCN(S(C)(=O)=O)CC1	7	-6	1	0	-3
10	COc1ccc(NC(=O)Nc2c(C)n(-c3ccccc3)c(=O)n2C)cc1OC	9	-7	1	0	-4
11	CCCS(=O)(=O)c1nc(S(=O)(=O)c2ccc(C)cc2)c(N2CCC(C(N)=O)CC2)s1	-8	-6	5	7	-4
12	Cc1ccc(S(=O)(=O)N2CCN(CCOc3cccc(C)c3)CC2)cc1	12	15	-1	-7	-1

nr	CHOP UPR activ	CCR6 antagonist	Mdm2-MdmX inh	697 NFkB inh
1	2.5	17	-7	-2
2	/	18	/	/
3	-1.0	2	-29	-4
4	0.7	6	-14	-4
5	-2.3	6	27	31
6	0.6	0	-13	-21
7	-0.6	6	-1	-1
8	-2.7	-17	7	11
9	2.1	4	10	8
10	-2.1	-7	9	12
11	-1.5	6	-4	-11
12	-0.4	29	2	4

# Look-ups from the results shown.
# cpd 7 | CHOP UPR activ: -0.6
# cpd 5 | Mdm2-MdmX inh: 27

# The list continues.
nr	mol	Jurkat NFkB inh	EBI2 antag	Gli-Sufu antag	CXCR6 block	UPR XBP1 act
13	CC1CCCC(NC(=O)COC(=O)c2c[nH]c(=O)[nH]c2=O)C1C (stereo unspecified)	-18	-4	-19	-2	-4
14	O=C(NC1CCCCCC1)c1ccc(-n2cnnc2)cc1	3	-1	1	4	-3
15	COc1ccc(/C=C/C(=O)NC(=S)Nc2ccc(N3CCN(C(C)=O)CC3)cc2)cc1	27	-10	3	-2	-2
16	CC(C)(C)C(=O)NNC(=O)c1ccc(Oc2cc(Cl)cc(Cl)c2)o1	5	5	5	-4	-3
17	Cc1cccc(C(=O)N2CCC(n3nnc4cc(F)ccc43)CC2)c1	-3	0	19	-4	-2
18	CCN(CC)CCCNC(=O)CN1N=C(c2ccc(OC)cc2)CCC1=O	-16	2	28	-10	-3
19	CCOC(=O)c1sc2nc3c(SCCC(=O)O)cc(C(=O)c4cc(OC)ccc4O)cn3c(=O)c2c1C	/	0	-10	2	/
20	Cc1ccc2nc(Nc3ccccc3)c(/C=N/O)c(=O)n2c1	-30	23	-2	2	0
21	CC1(C(=O)Nc2nnc(C(C)(C)C)s2)Cc2ccccc2C(=O)O1 (stereo unspecified)	-6	-16	1	2	-1
22	O=C(Cn1nnc2c(cnn2-c2ccc(F)cc2)c1=O)OC1CCCCC1	-6	1	-8	-16	-1
23	COc1cccc(NC(=O)NC2CCCc3ccccc32)c1 (stereo unspecified)	5	-4	6	-7	-2
24	O=C(CCNC(=O)c1ccc(Br)cc1)Nc1ccccc1N1CCCC1	-1	-4	1	-19	0

nr	CHOP UPR activ	CCR6 antagonist	Mdm2-MdmX inh	697 NFkB inh
13	2.3	-26	10	14
14	0.4	-3	7	12
15	1.7	2	46	16
16	0.5	8	27	-1
17	-1.0	8	13	16
18	0.2	2	2	6
19	/	35	/	/
20	0.6	10	-12	-3
21	-0.6	-1	-7	-50
22	5.2	1	15	-12
23	-1.7	9	13	11
24	0.3	16	4	9

# Values in list order from the entries so far.
# Gli-Sufu antag, nos. 1–11, in order: -5, 20, 4, -3, 2, -15, -1, -4, 1, 1, 5
# 697 NFkB inh, nos. 1–11, in order: -2, /, -4, -4, 31, -21, -1, 11, 8, 12, -11

# The list continues:
nr	mol	Jurkat NFkB inh	EBI2 antag	Gli-Sufu antag	CXCR6 block	UPR XBP1 act
25	CC1(C)Cc2ccccc2C(c2cc3ccccc3oc2=O)=N1	6	-12	4	5	2
26	Cc1cc(NC(=O)NC(=O)c2ccccc2)no1	-35	-1	-19	14	-4
27	CN(C)CC(C)(C)CNS(=O)(=O)c1ccc(Cl)c(Cl)c1	13&6	4&-11	12&6	0&1	-4&0
28	Nc1[nH]nc2nc(N3CCOCC3)nc(-c3ccccc3)c12	-15	-1	5	2	3
29	Cc1cccc(/C=C2\CCC(C3CCCC3)C2=O)c1 (stereo unspecified)	-11	0	1	-4	4
30	C/C(=N\NC(=O)CNc1cccc2ccccc12)c1ccc(Br)s1	20	3	18	-13	5
31	Cc1ccc(-n2c(-c3c(-c4ccccc4)noc3C)n[nH]c2=S)cc1	10	16	1	10	0
32	CN(CCCOc1ccccc1Br)Cc1ccccc1	-23	-5	5	7	0
33	Cc1cc(-c2ccc(Cl)cc2)n2nc(N)nc2n1	5	-2	-4	-4	-1
34	CC(OC(=O)c1cc2sccc2n1C)C(=O)NCc1cccs1 (stereo unspecified)	-6	-3	-6	0	-3
35	Cc1cccc(C(=O)NC(=S)N2CCN(C(=S)NC(=O)c3cccc(C)c3)CC2)c1	10	9	10	11	1
36	Fc1ccc(C2=Nn3c(nnc3-c3ccco3)SC2)cc1	9	14	-5	-3	0

nr	CHOP UPR activ	CCR6 antagonist	Mdm2-MdmX inh	697 NFkB inh
25	-0.8	15	62*	23
26	3.3	5	1	-51
27	3.3&0.2	1&3	5&7	11&9
28	-0.8	6	27	-5
29	6.8	26	0	2
30	1.1	1	33	6
31	-0.8	-8	-10	-4
32	0.5	5	2	6
33	-0.1	-3	33	13
34	-2.0	7	3	-8
35	2.5	28	29	-4
36	0.2	10	0	2

# Four of the compounds above, bar-delimited:
entry | compound | Jurkat NFkB inh | EBI2 antag | Gli-Sufu antag | CXCR6 block | UPR XBP1 act | CHOP UPR activ | CCR6 antagonist | Mdm2-MdmX inh | 697 NFkB inh
31 | Cc1ccc(-n2c(-c3c(-c4ccccc4)noc3C)n[nH]c2=S)cc1 | 10 | 16 | 1 | 10 | 0 | -0.8 | -8 | -10 | -4
32 | CN(CCCOc1ccccc1Br)Cc1ccccc1 | -23 | -5 | 5 | 7 | 0 | 0.5 | 5 | 2 | 6
33 | Cc1cc(-c2ccc(Cl)cc2)n2nc(N)nc2n1 | 5 | -2 | -4 | -4 | -1 | -0.1 | -3 | 33 | 13
34 | CC(OC(=O)c1cc2sccc2n1C)C(=O)NCc1cccs1 (stereo unspecified) | -6 | -3 | -6 | 0 | -3 | -2.0 | 7 | 3 | -8

# At a glance, part of the list above:
nr	mol	Jurkat NFkB inh	EBI2 antag	Gli-Sufu antag	CXCR6 block	UPR XBP1 act
34	CC(OC(=O)c1cc2sccc2n1C)C(=O)NCc1cccs1 (stereo unspecified)	-6	-3	-6	0	-3
35	Cc1cccc(C(=O)NC(=S)N2CCN(C(=S)NC(=O)c3cccc(C)c3)CC2)c1	10	9	10	11	1
36	Fc1ccc(C2=Nn3c(nnc3-c3ccco3)SC2)cc1	9	14	-5	-3	0

nr	CHOP UPR activ	CCR6 antagonist	Mdm2-MdmX inh	697 NFkB inh
34	-2.0	7	3	-8
35	2.5	28	29	-4
36	0.2	10	0	2

# Next part:
nr	mol	Jurkat NFkB inh	EBI2 antag	Gli-Sufu antag	CXCR6 block	UPR XBP1 act
37	CCOC(=O)/C(=C/c1c2ccccc2cc2ccccc12)NC(=O)c1ccccc1	15	-4	-2	2	1
38	Cc1cccc(N2CCN(C(=O)COc3cccc4c3OC(C)(C)C4)CC2)c1C	-9	-5	-5	0	3
39	COc1ccc(NC2CCCN(C(=O)CCCn3cncn3)C2)cc1 (stereo unspecified)	17	-1	/	6	-3
40	COc1ccc(CCNS(=O)(=O)c2ccc(C(=O)NCc3ccco3)cc2)cc1OC	-13	1	8	-6	-3
41	C/C(=N\n1c(C)nc2ccccc2c1=O)c1ccc(N)cc1	13	-9	-1	6	-3
42	CC1(C)Oc2cc3oc(-c4cc(O)cc(O)c4)cc3cc2CC1O (stereo unspecified)	-22	2	7	3	-5
43	CCCNc1nc2ccccc2c(=O)[nH]1	8	-6	7	4	-2
44	CCOc1cc(/C=N\Nc2ccc([N+](=O)[O-])cc2)ccc1OCC(=O)Nc1ccc(C)c(C)c1	-13	13	1	35	44*
45	CCOc1cccc2cc(C(=O)NCc3ccc(C)cc3)c(=N)oc12	5	18	8	4	1
46	CSCCC1NC(=O)N(CC(=O)Nc2cccc(S(=O)(=O)N3CCCCCC3)c2)C1=O (stereo unspecified)	17	2	3	1	1
47	CCC(C)Sc1cccc(-c2nc3cnccn3c2NC2CCCCC2)c1 (stereo unspecified)	-11	12	-5	-8	10
48	COC(=O)[C@]1(C)CCC[C@@]2(C)C3CC[C@@]4(C)C[C@]3(CCC21)CC4=NO (stereo partly specified)	6	5	12	-6	-4

nr	CHOP UPR activ	CCR6 antagonist	Mdm2-MdmX inh	697 NFkB inh
37	-4.9	-8	20	-1
38	0.9	-10	-9	-10
39	0.4	/	-25	8
40	-0.5	-2	-10	-5
41	-0.8	-13	2	16
42	-7.4	6	-8	-85
43	-0.6	14	-5	-13
44	6.8	19	25	-8
45	1.4	3	32	-38
46	-0.4	5	3	-1
47	-0.2	-1	19	-37
48	1.8	15	34	0

# (list continues)
nr	mol	Jurkat NFkB inh	EBI2 antag	Gli-Sufu antag	CXCR6 block	UPR XBP1 act
49	CCOc1ccc(C(=O)NCC(=O)OC2CCOC2=O)cc1OCC (stereo unspecified)	12	-4	-9	2	-3
50	COCCNC(=O)CCSCc1ccccc1F	4	-13	1	-3	0
51	CCOc1ccc(OCC)c(C2C(C#N)=C(N)N(c3cccnc3)C3=C2C(=O)CC(C)(C)C3)c1 (stereo unspecified)	6	-4	-3	-1	1
52	O=C(CN1CCCCC1)NC(=O)NCc1ccccc1	4	-11	34	-6	0

nr	CHOP UPR activ	CCR6 antagonist	Mdm2-MdmX inh	697 NFkB inh
49	-0.1	-2	-5	1
50	-0.6	7	-12	-1
51	1.6	2	7	18
52	1.0	1	-10	14
